Coupling enz: inhibits coupling enzyme system, counter-screen for aldolase hits; coupling enzyme system counterscreen, AmpLite Red fluorescence; activity change, negative = inhibition, % at 58.2 µM, hits read low; hit rate 0.67% among 290,000; in the data active = activity change below about -30%
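Fluorescence at 525 nm excitation and 598 nm emission measured inhibition of the coupled detection system without aldolase. Compounds (at 57.5 uM final) were preincubated 10 min at room temperature with coupling enzyme reagent before a 20 min substrate/AmpLite Red step.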
Starred values were filed as active, the others as inactive; & = joins results of further samples. % is scaled to controls: 0 for no effect and ±100 for the full control effect. A portion of the library, so the mix of outcomes need not match the whole.

molecule	Coupling enz
CCN1C(=O)[C@H]2[C@H]3[C@H](O)[C@H](O)C/C(=N/O[C@@H](C)c4cc(-c5c(C)cc(C)cc5C)no4)[C@@H]3CC[C@@H]2C1=O	5.2
CCCCCCCC1=Cc2ccc(F)cc2C(C(C(C)=O)C(=O)OC)N1C(=O)OC (centres undefined)	3.2&-1.1
COCCn1c(=O)c(-c2cccs2)nc2cnc(Oc3ccccc3)nc21	-8.5
CCOC(=O)CCN1C(=O)[C@H]2[C@H]3[C@H](O)[C@H](O)C/C(=N/NC(=O)OCc4ccc(OC)cc4)[C@H]3CC[C@@H]2C1=O	2.1
COC(=O)[C@H](Cc1ccccc1)NC(=O)O[C@@H]1C(=O)c2ccc(OC)cc2O[C@H]1c1cccc(C(F)(F)F)c1	-0.8
Cc1c2c(c(O)c3c(O)cccc13)C(=O)O[C@H]2C1C(N(C)C)C(O)=C(C(N)=O)C(=O)[C@H]1O (some centres undefined)	-20.4
COC(=O)[C@@]1(Cc2ccc(OC)cc2)[C@H]2c3cc(C(=O)N(C)C)n(Cc4cc(C)n(C)n4)c3C[C@H]2CN1C(=O)c1ccccc1	-0.8
CC(=O)OC[C@@H]1O[C@@H](O/N=C2/C[C@@H](O)[C@@H](O)[C@@H]3[C@@H]4C(=O)N([C@@H](C)c5ccccc5)C(=O)[C@H]4CC[C@@H]23)[C@H](OC(C)=O)[C@H](OC(C)=O)[C@@H]1OC(C)=O	-0.5
N#Cc1cccc(-c2cc(NCc3cccnc3)ncn2)c1	2.0
COc1cccc2c1OC(=O)CC2c1ccccc1C (centres undefined)	5.5
COCCNC(=O)[C@@]1(Cc2ccccc2)C=C[C@@H](C)N1C(=O)OC	0.3
CC(=O)OC[C@@]1(O)C[C@@]23CC[C@@H]4c5ccoc5CC[C@@]4(C)[C@@H]2CCC1C3	-2.9
O[C@@H]1COC2[C@@H](O)CO[C@@H]21 (some centres undefined)	0.1
COC(=O)CNC(=O)[C@@]1(Cc2ccccc2)C=C[C@@H](C)N1C(=O)c1ccccc1	3.2
O=c1c(-c2ccc(O)cc2)coc2cc(O[C@@H]3O[C@H](CO)[C@@H](O)[C@H](O)[C@H]3O)cc(O)c12	1.9
C=CC1=C2C=C(C3CC3)N(CCN3CCOCC3)C=C2C(=O)C(C)(OC(=O)c2ccco2)C1=O (centres undefined)	-22.2
CC#CCN1c2ccccc2[C@]23C[C@@H](C(=O)OC)N(S(=O)(=O)c4ccc(C(F)(F)F)cc4)C2=NC(C(=O)OC)=C(C(=O)OC)[C@H]13	-2.0
NC(C(=O)NC1C(=O)N2C(C(=O)O)=C(Cl)CSC12)c1ccccc1 (centres undefined)	-0.6
O=C(O)C1Cc2c([nH]c3ccccc23)C(c2coc3ccccc3c2=O)N1 (centres undefined)	0.9
O=S(=O)(c1ccccc1)N1CCC[C@@]2(CCN(Cc3ccccc3)C2)C1	3.1
CCCCC/C=C\C/C=C\C/C=C\C/C=C\CCCCCC(=O)O	1.7
COc1ccc(-c2cc(C3C4C=CCC(C)C4C(=O)N3Cc3ccccc3)ccc2F)cc1 (centres undefined)	-3.3
CC(=O)NCCNc1nc(-c2ccc(N(C)C)cc2)nc2ccccc12	-1.3
COc1cccc(Cn2c(=O)cnc3cnc(N4CCOCC4)nc32)c1	0.6
COc1ccc(-n2c(=O)c(-c3cccs3)nc3cncnc32)cc1	3.7
CC(=O)OCC(NC(=O)C(C)NC(=O)OC(C)(C)C)C1OC(n2cc(F)c(=O)[nH]c2=O)C(OC(C)=O)C1OC(C)=O (centres undefined)	2.0
CC(=O)OCC(=O)[C@@]1(OC(C)=O)[C@H](C)C[C@H]2[C@@H]3C[C@H](F)C4=CC(=O)C=C[C@@]4(C)[C@]3(F)[C@H](O)C[C@@]21C	-0.3
Cc1noc(C)c1C(=O)N1CCC2(CCCN(c3ncccn3)C2)CC1	4.4
Clc1ccccc1-c1cc(NCc2cccnc2)ncn1	-1.7
CC(C)NC(=O)N1CCC2(CC1)CCN(C(=O)c1cccc(F)c1)CC2	4.0
O=c1c(-c2ccccc2)nc2cnc(N3CCNCC3)nc2n1Cc1cccs1	2.7
CCCC[C@@H]1C[C@H]1C(NC(=O)c1cccs1)c1ccccc1C(F)(F)F (some centres undefined)	-8.0

Exported field by field: part of the list above.
> O=c1c(-c2ccccc2)nc2cnc(N3CCNCC3)nc2n1Cc1cccs1
  Coupling enz = 2.7
> CCCC[C@@H]1C[C@H]1C(NC(=O)c1cccs1)c1ccccc1C(F)(F)F (some centres undefined)
  Coupling enz = -8.0

(list continues)
molecule	Coupling enz
CC(=O)N[C@@H](CSC/C=C(\C)CC/C=C(\C)CC/C=C(\C)CCC=C(C)C)C(=O)O	1.0
N#Cc1ccc(CS(=O)(=O)c2ccccc2)cc1	-0.6
COC(=O)[C@H](CC(C)C)NC(=O)c1ccc(NC[C@@H](N)CS)cc1-c1cccc2ccccc12	-3.4
O=C(O)C1CC=CC2CCN(C3CCCCC3)C(=O)C21 (centres undefined)	4.1
C=C1c2ccccc2O[C@H](C(=O)OCC)[C@@H]1C1CCCCC1 (tested in a mixture with another compound)	0.1
CN(C)c1cccc(OC2C=CC(C#Cc3ccccc3)OC2CO)c1 (centres undefined)	-1.1
N#Cc1cccc(-c2cncnc2NCc2cccs2)c1	4.5
C[N+]1(C)CC(O)[C@H](C(=O)[O-])C1 (some centres undefined)	0.8
O=C(/C=C/c1ccccc1)c1cccs1	0.6
CCCC1([C@H](O)C/C=C/[C@H]2[C@H](O)CC(=O)[C@@H]2CCCCCCC(=O)OC)CCC1	0.4
Cc1ccccc1-c1cc(N2CCN(C)CC2)ncn1	4.2
COc1ccc2[nH]cc(CCNc3ccnc(-c4ccoc4)n3)c2c1	0.1
O=Cc1ccc(OC2C=CC(C#Cc3ccccc3)OC2CO)cc1 (centres undefined)	-1.2
O=C1C2C(c3ccccc3)CC=CC2C(c2ccoc2)N1Cc1ccccc1 (centres undefined)	8.3
C=CCOC(=O)C(C(C)=O)C(NC(=O)OC)c1cccc(C(F)(F)F)c1 (centres undefined)	-0.6
CC(=O)N1CCC2(CC1)CCN(c1ccccc1)CC2	2.5
COc1ccc(C(=O)N2CCC3(CCCN(Cc4ccccc4OC)C3)CC2)cc1	-0.3
COCCn1c(=O)c(-c2ccc(Cl)cc2)nc2cnc(N3CCNCC3)nc21	-0.9
COc1ccc(C2C3C=CCCC3(C)C(=O)N2Cc2ccccc2)cc1Cl (centres undefined)	5.0
COC(=O)N1CCC2(CC1)CCN(c1ccccc1)CC2	2.9
O=C(CCc1ccc(O)cc1)c1c(O)cc(O)cc1O[C@H]1OC(CO)C(O)C(O)C1O (some centres undefined)	2.0
CC[C@H](C)[C@H](NC(=O)[C@H](C)NC(=O)CNC(=O)[C@H](CCCCN)NC(=O)[C@H](CC(N)=O)NC(=O)[C@H](CO)NC(=O)CN)C(=O)N[C@H](C(=O)NCC(=O)N[C@@H](CC(C)C)C(=O)N[C@@H](CCSC)C(=O)O)[C@@H](C)CC	2.5
O=C1[C@H]2[C@H]3[C@H](O)[C@H](O)C/C(=N/OC[C@@H](O)COCc4ccco4)[C@H]3CC[C@@H]2C(=O)N1C[C@@H]1CCCO1	-0.5
CC1(C)C=Cc2c(cc3occ(-c4ccc5c(c4)OCO5)c(=O)c3c2O)O1	3.7

Quoted from the listing.
`O=C(CCc1ccc(O)cc1)c1c(O)cc(O)cc1O[C@H]1OC(CO)C(O)C(O)C1O` (some centres undefined) in Coupling enz reads 2.0
`COc1ccc(C2C3C=CCCC3(C)C(=O)N2Cc2ccccc2)cc1Cl` (centres undefined) in Coupling enz reads 5.0
`COc1ccc(C(=O)N2CCC3(CCCN(Cc4ccccc4OC)C3)CC2)cc1` in Coupling enz reads -0.3

Other structures follow:
molecule	Coupling enz
CCCCCCCCCCCCCC(=O)O[C@H](CC(=O)O)C[N+](C)(C)C	0.6
CC/C=C\C/C=C\C/C=C\C/C=C\C/C=C\C/C=C\CCC(=O)NCCO	-1.4
COc1ccc2c(c1)[C@]1(C)CCC(=O)C[C@H]1CC2	-2.6
C(#CC1C=CC2OC(c3ccccc3)OCC2O1)c1ccccc1 (centres undefined)	0.9
CNc1nc(C#N)nc(Nc2ccccc2)n1	-0.1
COC(=O)C1=C(C(=O)OC)[C@@H]2N(Cc3ccccc3)c3ccccc3[C@@]23C[C@@H](C(=O)OC)N(S(=O)(=O)c2cccs2)C3=N1	-0.7
C[C@H](CCC(=O)O)[C@H]1CC[C@@H]2[C@H]3CC[C@H]4C[C@H](O)CC[C@]4(C)[C@@H]3CC[C@@]21C	14.9
O=c1c(-c2ccc(F)cc2)nc2cnc(Oc3cccc(Cl)c3)nc2n1C[C@H]1CCCO1	0.5
C1CNCCN1	-0.3
COC(=O)C1=C[C@@H](C(=O)OC)C2C3=C(C(=O)[C@]2(CC(C)C)NC(=O)c2ccccc2)[C@H](C)n2c(=O)n(C)c(=O)n2[C@@H]3C1 (some centres undefined)	-1.0
CN1CCN(c2ncc3nc(-c4cccs4)c(=O)n(-c4ccccc4)c3n2)CC1	2.5
COC(=O)c1ccc(C(NC(=O)OCc2ccccc2)/C(C)=C/[C@@H](C)C(=O)NC2CCCCC2)cc1 (some centres undefined)	-1.8
COC(=O)C1=C(C)NC(C)=C(C(=O)OCCCN2CCC(c3ccccc3)(c3ccccc3)CC2)[C@H]1c1cccc([N+](=O)[O-])c1	-1.8&1.3
COC(=O)[C@H](CCSC)NC(=O)c1ccc(NC[C@@H](N)CS)cc1-c1ccccc1	2.1
C=C1c2ccccc2O[C@H](C(=O)OCC)C1OC (mixture of isomers)	-2.5
COc1ccc(-c2ccc(F)cc2)cc1C1C2C=CCC(C)C2C(=O)N1Cc1ccccc1 (centres undefined)	5.0
C[Si](C)(C)C#Cc1ccccc1NC(=S)Nc1ccccc1	1.9
CO[C@@H]1[C@@H]2OP(=O)(O)OC[C@H]2O[C@H]1n1c(Sc2ccc(Cl)cc2)nc2c(N)ncnc21	4.4
O=C1C2=CC[C@H]3C(=O)N(C[C@@H]4CCCO4)C(=O)[C@@H]3[C@@H]2[C@H](O)[C@@H]2O[C@H]12	-1.3
O=c1cc(-c2ccc(O)cc2)oc2c([C@H]3O[C@@H](CO)[C@@H](O)[C@@H](O)[C@@H]3O)c(O)cc(O)c12	2.8
COC(=O)[C@@]1(Cc2ccc(OC)cc2)[C@H]2c3cc(C(=O)N4CCCC4)n(Cc4ccc(S(C)(=O)=O)cc4)c3C[C@H]2CN1C(=O)c1ccccc1	0.3
O=C(Nc1cccc(F)c1)N1CC[C@@]2(CCCN(C(=O)c3cnccn3)C2)C1	4.2
CC(C)[C@@H](CC(=O)N[C@@H]1CCNC[C@H]1C(=O)N[C@H](CC(=O)N[C@@H](CCC(=O)O)CC(=O)O)Cc1c[nH]c2ccccc12)NC(=O)C[C@H](CO)NC(=O)[C@@H]1CNCC[C@H]1N	-1.7
O=c1c(-c2ccccc2)nc2cnc(Oc3cccc(Cl)c3)nc2n1C1CC1	1.2
COCC(=O)N1CCC2(CC1)CN(C(=O)Nc1cccc(F)c1)C2	-0.5
COc1ccc(C(=O)N2CCC[C@@]3(CCN(c4cccc(-c5ccccc5)c4)C3)C2)cc1	-2.2
CC12CCC=CC1C(c1ccc3ccccc3c1C=Cc1ccccc1)N(Cc1ccccc1)C2=O (centres undefined)	-1.6
C[C@H](NC(=O)CNC(=O)[C@@H](NC(=O)[C@H](Cc1ccccc1)NC(=O)CNC(=O)CNC(=O)[C@@H](N)Cc1ccccc1)[C@@H](C)O)C(=O)N[C@@H](CCCN=C(N)N)C(=O)N[C@@H](CCCCN)C(=O)N[C@@H](CO)C(=O)N[C@@H](C)C(=O)N[C@@H](CCCN=C(N)N)C(=O)N[C@@H](CCCCN)C(N)=O	-0.5
COc1ccc(C2/C=C\CN(CC(C)C)C(Cc3ccccc3)C(=O)N2Cc2ccc(F)cc2)cc1 (centres undefined)	-4.4
Cc1ccc(S(=O)(=O)N2CCC(=O)N([C@H](COCc3cccc(C)c3)Cc3ccccc3)CC2)cc1	-1.0
O=C(c1cnccn1)N1CCC2(CC1)CCN(c1cccc(-c3ccccc3)c1)CC2	0.4
Cn1c(=O)c(-c2ccc(F)c(F)c2)nc2cncnc21	5.8

A stretch from further up, as a working copy:
molecule	Coupling enz
COc1ccc(C2/C=C\CN(CC(C)C)C(Cc3ccccc3)C(=O)N2Cc2ccc(F)cc2)cc1 (centres undefined)	-4.4
Cc1ccc(S(=O)(=O)N2CCC(=O)N([C@H](COCc3cccc(C)c3)Cc3ccccc3)CC2)cc1	-1.0
O=C(c1cnccn1)N1CCC2(CC1)CCN(c1cccc(-c3ccccc3)c1)CC2	0.4
Cn1c(=O)c(-c2ccc(F)c(F)c2)nc2cncnc21	5.8

(cont.)
molecule	Coupling enz
COc1cccc([C@@H]2Oc3ccc(OC)cc3C(=O)[C@H]2OC(=O)Nc2ccc(C)c(Br)c2)c1	-0.6
COC(=O)C/C=C\[C@@H](C)[C@@H](/C=N\O[C@@H](C)c1cc(-c2c(C)cc(C)cc2C)no1)OC	-2.6
CC(=O)OC[C@H]1O[C@@H](O/N=C(\C)CCN2CCCCc3nc(C)c(C)cc32)[C@H](OC(C)=O)[C@@H](OC(C)=O)[C@H]1OC(C)=O	1.8
CC(C)NC(=O)N1CC2(CCN(C(=O)c3cc(C(F)(F)F)cc(C(F)(F)F)c3)CC2)C1	1.3
COc1ccccc1CNc1ncnc2ccc(-c3ccc4c(c3)OCO4)cc12	-7.2
C=C[C@]1(C)Cc2occ(C)c2C[C@H]1C(=C)C(=O)O	-2.0
COC(=O)CC1c2ccccc2C=C(/C=C/c2ccc3c(c2)OCO3)N1C(=O)OC (centres undefined)	-0.2
Cc1noc(C)c1-c1ccc2ncnc(NCc3ccc(Br)cc3)c2c1	0.0
COC(=O)NC(c1cccc(C)c1)[C@]1(C(C)=O)CCCC1=O (some centres undefined)	-1.8
COC(=O)NC(/C(C(=O)OC)=C(\C)NCc1ccccc1)c1ccc(F)cc1 (centres undefined)	-3.8

Source: PubChem (National Center for Advancing Translational Sciences (NCATS))
